Screening results from PubChem BioAssay.
ABCG2 block: human ABCG2 inhibition, ABCB1 as counter-screen; Q9UNQ0; IgMXP3 cells, JC-1 efflux, flow cytometry; inhibition, % at 6.6 µM; actives 0.1% (n = 190,000);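 active = inhibition above 80%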;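 also: 0% = DMSO and 100% = nicardipine control wells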
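Assay system – ABCG2 IgMXP3 and barcoded ABCB1 CCRF-Adr cell mix · Input – 3 million cells/mL in well · Reagent – JC-1 fluorescent substrate · Compound – single test compound dose, 6.6 µM final · Timing – 10 min exposure at 25 °C with rotation, no wash · Detection – flow cytometry of retained JC-1 fluorescence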
Avidin bead fluor: avidin bead compound fluorescence profile; Avidin beads, compound fluorescence 488/530 nm, flow cytometry; active compounds read high; fluorescence (KMESF) at 10 µM; AID 1775; actives 0.38% (n = 220,000); in the data active = fluorescence above about 47; also: inactives centre near 10
Rab7 wt modul: modulators of GTP binding to dog Rab7 wildtype GTPase. GST-Rab7 beads, fluorescent GTP binding, flow cytometry; actives lie on both sides; untreated = 100%, excess cold GTP = 0%. GTP binding activity (percent of control), % at 10 µM. actives 0.055% (n = 190,000). AID 758;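 active = fluorescent GTP binding to Rab7 beads changed by at least 20 points from the 100% baseline, either direction, mostly lower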;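 also: median green fluorescence of bound Bodipy-FL-GTP per Rab7 bead population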
Rac1 mut GTP: alters GTP binding to activated mutant human Rac1 | actives 0.11% (n = 190,000) | GST-Rac1 activated beads, fluorescent GTP binding, flow cytometry; actives lie on both sides; 100% means binding = to untreated wells | percent activity (GTP binding), % at 10 µM | P63000;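 active = GTP binding at least 20 percentage points away from the 100% baseline, in either direction, so actives lie on both sides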
Mcl1-Noxa inh: Mcl-1/Noxa interaction inhibition | actives 1.5% (n = 220,000) | Q07820 | inhibition, % at 21.7 µM | TR-FRET Mcl-1/Noxa peptide binding, 2 h;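 active = compounds that cut the protein-peptide binding signal by more than 50% relative to plate controls in a single-dose test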;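 also: His-tagged Mcl-1 with rhodamine Noxa BH3 peptide and terbium anti-His antibody; 0% = Mcl-1 plus Noxa peptide wells and 100% = peptide-only wells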
Rac1 wt modul: modulators of human Rac1 wildtype GTP binding; actives 0.27% (n = 190,000); GTP binding activity (% of control), % at 10 µM; GST-Rac1 beads, fluorescent GTP binding, flow cytometry; actives lie on both sides; 0 = cold GTP competed, 100 = untreated; P63000;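 active = GTP binding activity at least 20 points away from the 100% control level, either lower or higher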
ABCB1 inh: human ABCB1 inhibition, ABCG2 as counter-screen; P08183; actives 0.067% (n = 190,000); CCRF-Adr cells, JC-1 efflux, flow cytometry; AID 1326; inhibition, % at 6.6 µM; in the data active = inhibition above about 40%;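 also: 0% = vehicle and 100% = reference inhibitor; higher value means more JC-1 retained so stronger ABCB1 efflux block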
Target sequence (P08183 whole entry, looked up): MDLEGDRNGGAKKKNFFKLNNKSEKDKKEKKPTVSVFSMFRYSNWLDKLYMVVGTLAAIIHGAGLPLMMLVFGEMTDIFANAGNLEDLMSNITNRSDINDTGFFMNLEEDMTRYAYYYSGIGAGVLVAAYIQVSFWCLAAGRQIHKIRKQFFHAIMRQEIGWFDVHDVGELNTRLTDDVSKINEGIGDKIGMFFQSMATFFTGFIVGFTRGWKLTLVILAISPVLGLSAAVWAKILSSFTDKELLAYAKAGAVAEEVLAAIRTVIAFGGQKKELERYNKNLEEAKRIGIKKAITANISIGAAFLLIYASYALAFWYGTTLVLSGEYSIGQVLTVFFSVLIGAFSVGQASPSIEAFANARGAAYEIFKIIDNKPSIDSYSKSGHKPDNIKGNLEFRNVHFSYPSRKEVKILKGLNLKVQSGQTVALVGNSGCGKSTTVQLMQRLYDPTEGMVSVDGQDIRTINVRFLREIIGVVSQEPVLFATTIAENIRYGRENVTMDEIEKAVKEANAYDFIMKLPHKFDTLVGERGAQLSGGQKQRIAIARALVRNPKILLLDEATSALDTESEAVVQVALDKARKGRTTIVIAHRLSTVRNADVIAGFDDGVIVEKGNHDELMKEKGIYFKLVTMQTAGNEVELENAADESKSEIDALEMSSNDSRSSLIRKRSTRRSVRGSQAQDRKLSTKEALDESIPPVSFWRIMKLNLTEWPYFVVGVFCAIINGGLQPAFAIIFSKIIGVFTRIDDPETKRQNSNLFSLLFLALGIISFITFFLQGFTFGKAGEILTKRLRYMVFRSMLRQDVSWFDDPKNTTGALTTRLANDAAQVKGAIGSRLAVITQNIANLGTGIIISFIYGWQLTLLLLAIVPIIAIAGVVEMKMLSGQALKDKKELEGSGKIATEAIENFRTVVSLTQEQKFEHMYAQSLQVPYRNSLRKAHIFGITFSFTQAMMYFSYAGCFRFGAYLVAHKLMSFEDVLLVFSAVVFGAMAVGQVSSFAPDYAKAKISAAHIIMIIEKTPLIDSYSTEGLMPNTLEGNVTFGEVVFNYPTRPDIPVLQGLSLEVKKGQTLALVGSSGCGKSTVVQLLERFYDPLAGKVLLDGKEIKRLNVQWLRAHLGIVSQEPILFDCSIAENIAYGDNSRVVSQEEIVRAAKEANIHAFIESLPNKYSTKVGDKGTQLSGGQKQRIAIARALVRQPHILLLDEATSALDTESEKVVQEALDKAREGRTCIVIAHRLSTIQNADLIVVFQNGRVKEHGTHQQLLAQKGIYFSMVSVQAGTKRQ
Pf gamet viab: P. falciparum stage V gametocyte viability inhibition. P. falciparum stage V gametocytes, ATP luminescence, 24 h. inhibition, % at 10.9 µM. actives 0.065% (n = 150,000);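 active = inhibition above the mean plus 3 SD of compounds within the control limits, set per campaign, cut at about 38% in these data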;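 also: 0% = DMSO wells and 100% = medium only without gametocytes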
HRas wt GTP: changes GTP binding to wildtype human HRas; P01112; GST-Ras wt beads, Bodipy-FL-GTP binding, flow cytometry; actives lie on both sides; GTP binding activity, % at 10 µM; actives 0.14% (n = 190,000); AID 759;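 active = GTP binding activity at least 20% away from the 100% baseline, either lowered as inhibitor or raised as activator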;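 also: 0% = unlabeled GTP competition control and 100% = no-compound control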
Rab2 wt GTP: changes GTP binding to wildtype dog Rab2A, up or down. actives 0.19% (n = 190,000). AID 760. P61105. GTP binding activity, % at 10 µM. GST-Rab2 wt beads, Bodipy-GTP binding, flow cytometry;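 active = GTP binding activity at least 20 points away from 100%, either lowered or raised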;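 also: 0% = beads with excess unlabeled GTP and 100% = no-compound control corrected for plate trend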
Cdc42 wt: human Cdc42 wildtype GTP binding change, either direction | P60953 | GST-Cdc42 beads, Bodipy-GTP binding, flow cytometry; actives lie on both sides | percent activity (GTP binding), % at 10 µM | actives 0.2% (n = 190,000);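 active = percent activity GTP binding at least 20 points away from the 100% baseline, either down as inhibitor or up as activator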;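 also: median bead fluorescence of bound Bodipy-FL-GTP at 100 nM; 0% = excess unlabeled GTP control and 100% = no compound control; below 100% means less GTP binding so inhibitor and above means activator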
* marks the source's active call; other numbers are inactive results; x = no result given. Some of the compounds tested. The share of hits here may be higher or lower than overall.

SMILES	ABCG2 block	Avidin bead fluor	Rab7 wt modul	Rac1 mut GTP	Mcl1-Noxa inh	Rac1 wt modul	ABCB1 inh	Pf gamet viab	HRas wt GTP	Rab2 wt GTP	Cdc42 wt
COc1ccc(CCNC2CCCCC2)cc1OC	5	10	100	100	28	102	0.9	4	98	99	96
CCC12CN3CCN(CC(C3)C1O)C2 (stereo not given)	0	5	101	99	-2	106	0.1	2	101	97	103
COC(=O)C(c1ccccc1)N1CCCCCC1 (stereo not given)	4	32	100	100	7	105	0.5	-10	101	104	103
O=C(Nc1ccccc1)c1cc([N+](=O)[O-])ccc1N1CCNCC1	2	5	106	96	3	103	1.0	-16	101	103	100
Cn1c(O)c(C=NCCCNC2CCCCC2)c(=O)n(C)c1=O	4	22	102	95	1	99	0.4	x	99	97	98
CCc1ccc(N2C(=O)NC(=O)/C(=C\c3cccn3CCOc3ccc(C(C)C)cc3)C2=O)cc1	-3	15	91	84	1	92	-0.5	-12	88	85	84
CCOc1c(Cl)cc(CNCCc2c[nH]c3ccccc23)cc1OC	2	10	97	92	7	98	2.5	13	94	93	97
N#Cc1ccc(OCC(=O)N2CCN(Cc3ccc4c(c3)OCO4)CC2)cc1	-1	6	97	96	-5	97	0.1	x	98	98	98
Cc1ccc(-n2c(/C=C/c3ccc4c(c3)OCO4)nc3ccccc3c2=O)cc1	0	6	101	98	22	104	0.2	14	99	98	100
Cc1cccc(CN2CCCC(C(=O)c3cccc(OC(C)C)c3)C2)n1 (stereo not given)	1	11	107	97	16	104	0.8	13	103	98	97
Cc1ccc(C(C)C)c(OCC(=O)N2CCN(Cc3nc4cc([N+](=O)[O-])ccc4n3C)CC2)c1	78	11	96	95	5	99	14	-4	96	95	103
CCOc1ccc(C2SCC(=O)Nc3c2c(C)nn3C2CCOC(C)(C)C2)cc1 (stereo not given)	6	5	79*	87	-8	90	2.5	2	73*	81	92
CC(=NCc1cccnc1)c1c(O)n(-c2ccccc2C)c(=O)[nH]c1=O	3	7	102	97	6	100	0.3	x	99	101	98
CC1=NN(c2ccccc2)C(=O)C1/C=C1/C(=O)NC(=O)N(c2cccc(C)c2)C1=O (stereo not given)	0	39	101	98	18	99	0.3	x	100	99	99
CCOP(=O)(OCC)C(NC(=O)Cc1ccccc1)C(Cl)(Cl)Cl (stereo not given)	-1	13	96	95	10	97	-0.1	2	95	96	98
Cc1nc2cc(C(F)(F)F)ccc2n1C1CCN(Cc2nnnn2Cc2ccc3c(c2)OCO3)CC1	2	5	94	94	1	97	4.2	7	95	93	96
Fc1ccc(C2NCCc3[nH]cnc32)cc1 (stereo not given)	2	13	103	100	5	109	0.2	11	101	100	107
COc1cc(C2NCc3ccccc3-n3cccc32)ccc1O (stereo not given)	0	6	103	98	23	100	0.5	-1	98	101	99
O=C(c1ccc(Cl)cc1)C1CCCN(Cc2ccc3c(c2)OCCO3)C1 (stereo not given)	5	10	93	94	-4	94	1.3	7	93	96	96
Cc1ccc(-c2nc3ccc(Cl)cc3n2OC(=O)N(C)C)cc1	1	6	97	96	-4	101	0.2	x	98	95	95

Some of the entries so far, with bars between the fields:
Molecule | ABCG2 block | Avidin bead fluor | Rab7 wt modul | Rac1 mut GTP | Mcl1-Noxa inh | Rac1 wt modul | ABCB1 inh | Pf gamet viab | HRas wt GTP | Rab2 wt GTP | Cdc42 wt
CCc1ccc(N2C(=O)NC(=O)/C(=C\c3cccn3CCOc3ccc(C(C)C)cc3)C2=O)cc1 | -3 | 15 | 91 | 84 | 1 | 92 | -0.5 | -12 | 88 | 85 | 84
CCOc1c(Cl)cc(CNCCc2c[nH]c3ccccc23)cc1OC | 2 | 10 | 97 | 92 | 7 | 98 | 2.5 | 13 | 94 | 93 | 97
N#Cc1ccc(OCC(=O)N2CCN(Cc3ccc4c(c3)OCO4)CC2)cc1 | -1 | 6 | 97 | 96 | -5 | 97 | 0.1 | x | 98 | 98 | 98
Cc1ccc(-n2c(/C=C/c3ccc4c(c3)OCO4)nc3ccccc3c2=O)cc1 | 0 | 6 | 101 | 98 | 22 | 104 | 0.2 | 14 | 99 | 98 | 100

Laid out differently: entries from further up
Compound: Cc1nc2cc(C(F)(F)F)ccc2n1C1CCN(Cc2nnnn2Cc2ccc3c(c2)OCO3)CC1
  ABCG2 block = 2
  Avidin bead fluor = 5
  Rab7 wt modul = 94
  Rac1 mut GTP = 94
  Mcl1-Noxa inh = 1
  Rac1 wt modul = 97
  ABCB1 inh = 4.2
  Pf gamet viab = 7
  HRas wt GTP = 95
  Rab2 wt GTP = 93
  Cdc42 wt = 96
Compound: Fc1ccc(C2NCCc3[nH]cnc32)cc1 (stereo not given)
  ABCG2 block = 2
  Avidin bead fluor = 13
  Rab7 wt modul = 103
  Rac1 mut GTP = 100
  Mcl1-Noxa inh = 5
  Rac1 wt modul = 109
  ABCB1 inh = 0.2
  Pf gamet viab = 11
  HRas wt GTP = 101
  Rab2 wt GTP = 100
  Cdc42 wt = 107
Compound: COc1cc(C2NCc3ccccc3-n3cccc32)ccc1O (stereo not given)
  ABCG2 block = 0
  Avidin bead fluor = 6
  Rab7 wt modul = 103
  Rac1 mut GTP = 98
  Mcl1-Noxa inh = 23
  Rac1 wt modul = 100
  ABCB1 inh = 0.5
  Pf gamet viab = -1
  HRas wt GTP = 98
  Rab2 wt GTP = 101
  Cdc42 wt = 99
Compound: O=C(c1ccc(Cl)cc1)C1CCCN(Cc2ccc3c(c2)OCCO3)C1 (stereo not given)
  ABCG2 block = 5
  Avidin bead fluor = 10
  Rab7 wt modul = 93
  Rac1 mut GTP = 94
  Mcl1-Noxa inh = -4
  Rac1 wt modul = 94
  ABCB1 inh = 1.3
  Pf gamet viab = 7
  HRas wt GTP = 93
  Rab2 wt GTP = 96
  Cdc42 wt = 96

Continued.
SMILES	ABCG2 block	Avidin bead fluor	Rab7 wt modul	Rac1 mut GTP	Mcl1-Noxa inh	Rac1 wt modul	ABCB1 inh	Pf gamet viab	HRas wt GTP	Rab2 wt GTP	Cdc42 wt
CC1=NOC2(C)Nc3ncnn3C(c3ccccc3)C12 (stereo not given)	0	38	99	101	-9	103	0.1	x	102	101	101
COc1cc(-n2c(=S)[nH]c3ccccc3c2=O)c(Cl)cc1Cl	4	38	97	97	29	96	0.5	-39	99	97	99
Cc1cccc(C)c1OP(N)(=O)OCC(F)(F)F (stereo not given)	9	13	99	100	0	107	0.7	-2	103	100	98
CC(Cc1ccccc1)NC(=O)Cc1ccc(N(C)C)cc1 (stereo not given)	3	3	105	105	17	104	0.6	9	105	103	102
